Dengue-2 NS5 capping: Dengue-2 NS5 methyltransferase inhibitors, primary screen, biochemical, confirmation dose response (AID 588689); inhibition, % at 25 µM; hits with a dose series show IC50 in µM; Dengue-2 NS5 methyltransferase capping enzyme assay, biochemical; higher % means a stronger effect; 0.3% of 340,000 active; in the data active = a potency from the dose series
WT yeast gro inh: growth inhibition of WT yeast, mitochondrial fusion screen. mitochondrial fusion phenotypic screen, WT strain. inhibition, % at 10 µM. 2.1% of 190,000 active; in the data active = inhibition above about 58%; tested in S. cerevisiae
UTI89 phage lysis: protection from phage-mediated lysis, alamar blue read-out – E. coli UTI89, K1F phage, bacterial capsule biogenesis inhibitors (AID 488966). E. coli UTI89 K1F phage lysis, alamar blue, 2 h; higher % means a stronger effect. inhibition, % at 100 µM; hits with a dose series show IC50 in µM. 0.02% of 340,000 active;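 active = phage lysis inhibition, versus mean bacterial control, above a set limit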;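 also: capsule biogenesis inhibitors block K1F phage lysis so surviving cells raise fluorescence; higher fluorescence means more inhibition of phage lysis; actives were called in the ten point dose series up to 300 µM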
GPR35 antagonists: inhibition of zaprinast-stimulated GPR35 beta-arrestin translocation – imaging, U2OS, beta-arrestin-GFP, zaprinast agonist, primary screen (AID 2058) | U2OS GPR35 beta-arrestin-GFP translocation imaging, zaprinast antagonism; higher % means a stronger effect | one-dose inhibition, % at 10 µM; IC50 in µM for titrated hits | 0.052% of 290,000 active;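 active = inhibition of at least 50% with at least 30 cells and total cytoplasm GFP at most 10,000,000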
LYP phosphatase: PTPN22 lymphoid phosphatase activity blockers – biochemical, fluorescence intensity, uHTS (AID 1779); recombinant LYP phosphatase, fluorescence intensity; higher % means a stronger effect; inhibition, % at 11.5 µM; hits with a dose series show IC50 in µM; 0.054% of 290,000 active; in the data active = inhibition above about 50%;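 also: plate controls were vehicle with enzyme for no effect and no enzyme for full effect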
AID2073: inhibitors of Mint1-CaV2.2 protein interaction, biochemical, HTRF (AID 2073). HTRF protein-protein interaction, Mint1-CaV2.2; higher % means a stronger effect. inhibition, % at 20 µM, or IC50 in µM where a hit was titrated. 0.19% of 290,000 active; in the data active = inhibition mostly above about 51%, no sharp cut-off; also: some results filed as inactive read as strong as hits
NTR1 ag: NTR1-driven beta-arrestin-GFP spot formation – imaging, U2OS cells, high content, primary screen (AID 493036); P30989; 0.17% of 330,000 active; activation, % at 20 µM; agonist mode;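 active = activation at or above 40% of the spot to cytoplasm intensity ratio, with at least 20 cells analyzed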;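 also: 0% = DMSO without peptide and 100% = 100 nM NTR1 peptide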
Target sequence (P30989 whole entry, looked up): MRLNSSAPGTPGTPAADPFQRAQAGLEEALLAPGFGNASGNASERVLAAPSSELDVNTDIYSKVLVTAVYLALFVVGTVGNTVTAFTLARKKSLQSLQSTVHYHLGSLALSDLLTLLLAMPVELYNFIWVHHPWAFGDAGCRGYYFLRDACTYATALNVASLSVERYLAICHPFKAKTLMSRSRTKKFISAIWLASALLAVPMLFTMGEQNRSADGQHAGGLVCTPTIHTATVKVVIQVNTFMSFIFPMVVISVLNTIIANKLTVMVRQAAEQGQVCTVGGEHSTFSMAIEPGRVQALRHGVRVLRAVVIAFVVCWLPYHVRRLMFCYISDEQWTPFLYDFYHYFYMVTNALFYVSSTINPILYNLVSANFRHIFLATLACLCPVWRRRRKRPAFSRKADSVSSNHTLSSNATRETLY
Autophagy HCS: autophagy modulation, high-content screen; MEF GFP-LC3 puncta imaging; test concentration mostly 10 µM; 0.98% of 190,000 active; AID 463193; calls only at 10 µM (by protocol);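 active = percentage of spot-positive cells more than 3 SD above its plate mean, without a fluorescence outlier flag or 80% toxicity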;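 also: spot-positive cell cutoff set from DMSO-treated cells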
RSV antiviral HEp-2: inhibition of RSV-induced cytopathic effect – HEp-2 cells, primary 10 µM value included (AID 2391) | 0.13% of 310,000 active | CPE inhibition, % at 10 µM; hits with a dose series show IC50 in µM | HEp-2 cells, RSV-induced CPE inhibition; higher % means a stronger effect; in the data active = a potency from the dose series; also: strong numbers were not always called active
WT yeast gro inh mutant strain: recorded beside WT yeast gro inh, whose call it bears; inhibition, %; mitochondrial fusion phenotypic screen, mutant strain inhibition
Autophagy HCS cell loss 18 h: further read-out of Autophagy HCS, marked with its call; toxicity, %; measured here: cell loss, nuclei count;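 cell loss after 18 h compound exposure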
NTR1 ag cell count 20 µM: recorded beside NTR1 ag, whose call it bears; cell count; measured here: cell count, cytotoxicity flag
Dengue-2 NS5 capping pilot replicate: recorded beside Dengue-2 NS5 capping, whose call it bears; inhibition, %; measured here: pilot screen replicate inhibition
Starred values were filed as active, the others as inactive; [ ] = remark or other dose.

For COC(=O)c1ccc(C(=O)OC)c(NC(=O)CS(=O)(=O)Cc2ccccc2)c1 the results were Dengue-2 NS5 capping 2%, WT yeast gro inh -2, UTI89 phage lysis -0.1%, GPR35 antagonists 12%, LYP phosphatase 6%, AID2073 5%, NTR1 ag 0.7, Autophagy HCS inactive, RSV antiviral HEp-2 0.2%, WT yeast gro inh mutant strain 2, Autophagy HCS cell loss 18 h 1 and NTR1 ag cell count 20 µM 37.
Screening C=CCn1c(SCC(C)=O)nc2scc(-c3ccc(C)o3)c2c1=O returned Dengue-2 NS5 capping -21%, UTI89 phage lysis -0.5%, GPR35 antagonists 13%, LYP phosphatase 0%, AID2073 5%, NTR1 ag 0.9, RSV antiviral HEp-2 42% and NTR1 ag cell count 20 µM 66.
Screening CCOC(=O)Nc1ccc2c(c1)N(C(=O)CNC)c1ccccc1CC2 returned Dengue-2 NS5 capping 6%, UTI89 phage lysis -0.2%, GPR35 antagonists 8%, LYP phosphatase -4%, AID2073 9%, NTR1 ag -0.6, RSV antiviral HEp-2 0.5%, NTR1 ag cell count 20 µM 62 and Dengue-2 NS5 capping pilot replicate -3.3.
`CNC(=O)NC(=O)C(C)OC(=O)c1c2c(nc3ccccc13)/C(=C/c1cccs1)CC2` (stereo not given) gave Dengue-2 NS5 capping 8%, WT yeast gro inh 2, UTI89 phage lysis 0.9%[50 µM], GPR35 antagonists -5%, LYP phosphatase 4%, AID2073 30%, NTR1 ag 8.6, Autophagy HCS inactive, RSV antiviral HEp-2 61%, WT yeast gro inh mutant strain 13, Autophagy HCS cell loss 18 h -1 and NTR1 ag cell count 20 µM 86.
`CC1CN(C(=S)Nc2ccc(Br)cc2Cl)CC(C)O1` (stereo not given) gave Dengue-2 NS5 capping -3%, UTI89 phage lysis 0.5%[50 µM], GPR35 antagonists 0%, LYP phosphatase -9%, AID2073 -70%, NTR1 ag -0.7, RSV antiviral HEp-2 3.0% and NTR1 ag cell count 20 µM 74.
Screening Cc1ccc(NC(=O)NCCCN2CCCC2=O)cc1Cl returned Dengue-2 NS5 capping -6%, UTI89 phage lysis 2.4%[50 µM], GPR35 antagonists 7%, LYP phosphatase -3%, AID2073 13%, NTR1 ag -0.4, RSV antiviral HEp-2 3.5% and NTR1 ag cell count 20 µM 47.
For CC1(C)CC(=O)C=C(Nc2ccc3c(c2)CCC3)C1 the results were GPR35 antagonists 4%, LYP phosphatase -8%, AID2073 -2%, NTR1 ag -1.5, RSV antiviral HEp-2 2.9% and NTR1 ag cell count 20 µM 49.
CCOC(=O)CN(C(=O)CSc1nnc(C)n1-c1ccccc1)c1ccccc1 was read as Dengue-2 NS5 capping 1%, WT yeast gro inh -10, UTI89 phage lysis 0.0%, GPR35 antagonists -13%, LYP phosphatase 0%, AID2073 -2%, NTR1 ag -0.5, Autophagy HCS inactive, RSV antiviral HEp-2 0.5%, WT yeast gro inh mutant strain 9, Autophagy HCS cell loss 18 h 7 and NTR1 ag cell count 20 µM 51.
Screening O=C(NCCNC(=O)c1cc(F)cc(F)c1)c1cc(F)cc(F)c1 returned Dengue-2 NS5 capping -1%, UTI89 phage lysis 0.3%, GPR35 antagonists -1%, LYP phosphatase -9%, AID2073 18%, NTR1 ag -1.0, RSV antiviral HEp-2 3.7% and NTR1 ag cell count 20 µM 50.
Cc1onc(-c2c(F)cccc2Cl)c1C(=O)NC(=S)Nc1c(C)n(C)n(-c2ccccc2)c1=O was read as Dengue-2 NS5 capping -6%, WT yeast gro inh -13, UTI89 phage lysis -1.1%, GPR35 antagonists -1%, LYP phosphatase -6%, AID2073 2%, NTR1 ag -0.7, Autophagy HCS inactive, RSV antiviral HEp-2 -0.6%, WT yeast gro inh mutant strain 10, Autophagy HCS cell loss 18 h 10 and NTR1 ag cell count 20 µM 60.
For Cc1ccc(C(C)NC(=O)/C(C#N)=C\c2c(C)[nH]c3ccccc23)cc1 (stereo not given) the results were Dengue-2 NS5 capping -9%, WT yeast gro inh 88*, UTI89 phage lysis -0.4%, GPR35 antagonists -2%, LYP phosphatase 4%, AID2073 4%, NTR1 ag 39, Autophagy HCS inactive, RSV antiviral HEp-2 60%, WT yeast gro inh mutant strain 69*, Autophagy HCS cell loss 18 h -6 and NTR1 ag cell count 20 µM 45.
Cc1cc(C)cc(OCC(=O)Nc2ccc(N3CCCC3)cc2)c1 was read as Dengue-2 NS5 capping -1%, WT yeast gro inh 15, UTI89 phage lysis 7.0%, GPR35 antagonists 26%, LYP phosphatase -16%, AID2073 33%, NTR1 ag 0.0, Autophagy HCS inactive, RSV antiviral HEp-2 0.8%, WT yeast gro inh mutant strain 0, Autophagy HCS cell loss 18 h -8 and NTR1 ag cell count 20 µM 60.
`CCCCCCOc1ccc(N2C(=O)CC(N3CCC(C(=O)OCC)CC3)C2=O)cc1` (stereo not given) gave Dengue-2 NS5 capping 6%, WT yeast gro inh 3, UTI89 phage lysis 0.1%, GPR35 antagonists -8%, LYP phosphatase -1%, AID2073 -1%, NTR1 ag 4.8, Autophagy HCS inactive, RSV antiviral HEp-2 6.0%, WT yeast gro inh mutant strain 22, Autophagy HCS cell loss 18 h 4 and NTR1 ag cell count 20 µM 52.
Screening CCn1c(SCC(=O)Nc2cccc(O)c2)nc2c1c(=O)n(C)c(=O)n2C returned Dengue-2 NS5 capping -12%, UTI89 phage lysis 0.4%, GPR35 antagonists -10%, LYP phosphatase -9%, AID2073 10%, NTR1 ag -0.5, RSV antiviral HEp-2 1.5% and NTR1 ag cell count 20 µM 44.
`COc1ccc(Nc2nnc(-c3ccc(O)cc3)c3ccccc23)cc1C(N)=O` gave Dengue-2 NS5 capping 1%, WT yeast gro inh 9, UTI89 phage lysis -0.1%, GPR35 antagonists -20%, LYP phosphatase 2%, AID2073 8%, NTR1 ag 0.3, Autophagy HCS inactive, RSV antiviral HEp-2 -1.0%, WT yeast gro inh mutant strain -14, Autophagy HCS cell loss 18 h -2 and NTR1 ag cell count 20 µM 44.
COc1ccc(C(C)=O)cc1COc1cccnc1[N+](=O)[O-] was read as Dengue-2 NS5 capping 1%, UTI89 phage lysis -1.2%, GPR35 antagonists -4%, LYP phosphatase -5%, AID2073 12%, NTR1 ag 1.4, RSV antiviral HEp-2 1.2% and NTR1 ag cell count 20 µM 55.
Screening CN(C)c1nc(OCCOC(=O)Nc2ccc(Cl)cc2Cl)nc(N(C)C)n1 returned Dengue-2 NS5 capping 0%, WT yeast gro inh 5, UTI89 phage lysis -0.8%, GPR35 antagonists 3%, LYP phosphatase 1%, AID2073 -4%, NTR1 ag 3.3, Autophagy HCS inactive, RSV antiviral HEp-2 4.5%, WT yeast gro inh mutant strain 4, Autophagy HCS cell loss 18 h -6 and NTR1 ag cell count 20 µM 88.
Screening CCC(=O)NC(=S)Nc1ccc(NC(=O)c2cccc([N+](=O)[O-])c2C)cc1 returned Dengue-2 NS5 capping -3%, WT yeast gro inh -7, UTI89 phage lysis 4.0%, GPR35 antagonists -5%, LYP phosphatase 6%, AID2073 2%, NTR1 ag -1.9, Autophagy HCS inactive, RSV antiviral HEp-2 1.7%, WT yeast gro inh mutant strain 10, Autophagy HCS cell loss 18 h 5 and NTR1 ag cell count 20 µM 57.
Screening CC1CCCN(S(=O)(=O)c2ccccc2[N+](=O)[O-])C1 (stereo not given) returned Dengue-2 NS5 capping -5%, WT yeast gro inh 15, UTI89 phage lysis 1.9%, GPR35 antagonists 8%, LYP phosphatase -1%, AID2073 3%, NTR1 ag -1.1, Autophagy HCS inactive, RSV antiviral HEp-2 2.0%, WT yeast gro inh mutant strain 20, Autophagy HCS cell loss 18 h 15 and NTR1 ag cell count 20 µM 71.
CCOc1ccc(NC(=S)NC(C)c2cccs2)cc1 (stereo not given) was read as Dengue-2 NS5 capping 1%, WT yeast gro inh 32, UTI89 phage lysis 14%, GPR35 antagonists -2%, LYP phosphatase -3%, AID2073 -8%, NTR1 ag -1.0, Autophagy HCS inactive, RSV antiviral HEp-2 6.7%, WT yeast gro inh mutant strain 21, Autophagy HCS cell loss 18 h 0 and NTR1 ag cell count 20 µM 50.
Screening COc1cc(OC)c(OC)cc1/C=C1\CCC/C(=C\c2cc(OC)c(OC)cc2OC)C1=O returned Dengue-2 NS5 capping -38%, UTI89 phage lysis 0.0%, GPR35 antagonists 8%, LYP phosphatase 1%, AID2073 8%, NTR1 ag 36 and NTR1 ag cell count 20 µM 82.
`Cc1ccc(NC(=S)N2CCN(Cc3ccc4c(c3)OCO4)CC2)c(C)c1` gave Dengue-2 NS5 capping 0%, UTI89 phage lysis 1.7%, NTR1 ag -2.5, Autophagy HCS inactive, RSV antiviral HEp-2 6.5%, Autophagy HCS cell loss 18 h 15 and NTR1 ag cell count 20 µM 7.
CN(NC(=O)c1c(Cl)cccc1Cl)c1cccc(Cl)n1 was read as Dengue-2 NS5 capping 1%, WT yeast gro inh -3, UTI89 phage lysis 0.4%, GPR35 antagonists -6%, LYP phosphatase -5%, AID2073 6%, NTR1 ag -0.8, Autophagy HCS inactive, RSV antiviral HEp-2 -0.2%, WT yeast gro inh mutant strain -9, Autophagy HCS cell loss 18 h 8 and NTR1 ag cell count 20 µM 57.
`Cc1cnc(NC(=O)Cc2ccccc2Cl)s1` gave Dengue-2 NS5 capping -10%, UTI89 phage lysis -0.1%, GPR35 antagonists 17%, LYP phosphatase -7%, AID2073 6%, NTR1 ag -0.6, RSV antiviral HEp-2 4.0% and NTR1 ag cell count 20 µM 39.
Cc1ccc2c(C)c(C(=O)N(C)Cc3ccncn3)oc2c1C was read as Dengue-2 NS5 capping -8%, UTI89 phage lysis 2.0%[50 µM], GPR35 antagonists -12%, LYP phosphatase -4%, AID2073 0%, NTR1 ag -0.6, RSV antiviral HEp-2 1.7% and NTR1 ag cell count 20 µM 67.
`O=C(NCc1ccco1)c1cc(NS(=O)(=O)c2cccc([N+](=O)[O-])c2)ccc1O` gave Dengue-2 NS5 capping -1%, WT yeast gro inh 9, UTI89 phage lysis -0.5%, GPR35 antagonists -10%, LYP phosphatase -6%, AID2073 9%, NTR1 ag 0.2, Autophagy HCS inactive, RSV antiviral HEp-2 5.7%, WT yeast gro inh mutant strain -5, Autophagy HCS cell loss 18 h -4 and NTR1 ag cell count 20 µM 33.

Sorted by length of the SMILES (high to low): 3 of the compounds above
`Cc1ccc(NC(=S)N2CCN(Cc3ccc4c(c3)OCO4)CC2)c(C)c1` gave Dengue-2 NS5 capping 0%, UTI89 phage lysis 1.7%, NTR1 ag -2.5, Autophagy HCS inactive, RSV antiviral HEp-2 6.5%, Autophagy HCS cell loss 18 h 15 and NTR1 ag cell count 20 µM 7.
CN(NC(=O)c1c(Cl)cccc1Cl)c1cccc(Cl)n1 was read as Dengue-2 NS5 capping 1%, WT yeast gro inh -3, UTI89 phage lysis 0.4%, GPR35 antagonists -6%, LYP phosphatase -5%, AID2073 6%, NTR1 ag -0.8, Autophagy HCS inactive, RSV antiviral HEp-2 -0.2%, WT yeast gro inh mutant strain -9, Autophagy HCS cell loss 18 h 8 and NTR1 ag cell count 20 µM 57.
`Cc1cnc(NC(=O)Cc2ccccc2Cl)s1` gave Dengue-2 NS5 capping -10%, UTI89 phage lysis -0.1%, GPR35 antagonists 17%, LYP phosphatase -7%, AID2073 6%, NTR1 ag -0.6, RSV antiviral HEp-2 4.0% and NTR1 ag cell count 20 µM 39.
